Pf gamet viab = P. falciparum stage V gametocyte viability inhibition; P. falciparum stage V gametocytes, ATP luminescence, 24 h; inhibition, % at 10.9 µM; 150,000 tested, 0.065% active;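 active means inhibition above the mean plus 3 SD of compounds within the control limits, set per campaign, cut at about 38% in these data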;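 further: 0% = DMSO wells and 100% = medium only without gametocytes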
Cdc42 wt GTP = human Cdc42 wildtype GTP binding change, either direction; P60953; GST-Cdc42 beads, Bodipy-GTP binding, flow cytometry; actives lie on both sides; percent activity (GTP binding), % at 10 µM; 190,000 tested, 0.2% active; AID 761;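 active means percent activity GTP binding at least 20 points away from the 100% baseline, either down as inhibitor or up as activator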;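 further: median bead fluorescence of bound Bodipy-FL-GTP at 100 nM; 0% = excess unlabeled GTP control and 100% = no compound control; below 100% means less GTP binding so inhibitor and above means activator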
Target sequence (P60953 whole entry, looked up): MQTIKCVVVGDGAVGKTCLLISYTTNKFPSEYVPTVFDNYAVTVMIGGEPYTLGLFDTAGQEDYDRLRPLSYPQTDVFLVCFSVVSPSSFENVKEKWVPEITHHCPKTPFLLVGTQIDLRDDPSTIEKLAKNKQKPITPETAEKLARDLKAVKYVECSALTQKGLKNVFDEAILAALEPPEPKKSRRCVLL
GSH bead fluor = GSH bead compound fluorescence profile | GSH beads flow cytometry, compound fluorescence 488/530 nm; hits give high values | AID 1776 | fluorescence (KMESF) at 10 µM | 190,000 tested, 0.25% active; in the data active means fluorescence above about 89;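 further: glutathione beads carrying GST-tagged Bcl family fusion proteins plus one bare bead set; values are compound well signal with DMSO vehicle wells as background; inactives centre near 16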
Rab2A wt mod = changes GTP binding to wildtype dog Rab2A, up or down; GST-Rab2 wt beads, Bodipy-GTP binding, flow cytometry; GTP binding activity, % at 10 µM; 190,000 tested, 0.19% active;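 active means GTP binding activity at least 20 points away from 100%, either lowered or raised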;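 further: 0% = beads with excess unlabeled GTP and 100% = no-compound control corrected for plate trend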
Avidin fluor = avidin bead compound fluorescence profile | Avidin beads, compound fluorescence 488/530 nm, flow cytometry; hits give high values | fluorescence (KMESF) at 10 µM | 220,000 tested, 0.38% active | AID 1775; in the data active means fluorescence above about 47; further: inactives centre near 10
HRas wt GTP bind = human HRas wildtype GTP binding, change in either direction. AID 759. 190,000 tested, 0.14% active. P01112. GST-Ras wt beads, Bodipy-FL-GTP binding, flow cytometry; actives lie on both sides. GTP binding activity, % at 10 µM;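 active means GTP binding activity at least 20% away from the 100% baseline, either lowered as inhibitor or raised as activator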;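 further: 0% = unlabeled GTP competition control and 100% = no-compound control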
Target sequence (P01112 whole entry, looked up): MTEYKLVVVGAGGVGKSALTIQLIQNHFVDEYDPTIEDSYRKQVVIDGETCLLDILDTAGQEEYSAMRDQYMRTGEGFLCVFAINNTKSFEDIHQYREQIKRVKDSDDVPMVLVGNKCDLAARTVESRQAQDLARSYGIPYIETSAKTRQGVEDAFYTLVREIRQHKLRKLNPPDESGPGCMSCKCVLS
Rac1 mut GTP = modulators of GTP binding to human Rac1 activated mutant | P63000 | GST-Rac1 activated beads, fluorescent GTP binding, flow cytometry; actives lie on both sides; 100% means binding = to untreated wells | percent activity (GTP binding), % at 10 µM | 190,000 tested, 0.11% active | AID 764;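 active means GTP binding at least 20 percentage points away from the 100% baseline, in either direction, so actives lie on both sides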
ABCG2 inh = human ABCG2 inhibition, ABCB1 as counter-screen. inhibition, % at 6.6 µM. IgMXP3 cells, JC-1 efflux, flow cytometry. 190,000 tested, 0.1% active;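 active means inhibition above 80%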;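 further: 0% = DMSO and 100% = nicardipine control wells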
Target sequence (Q9UNQ0 whole entry, looked up): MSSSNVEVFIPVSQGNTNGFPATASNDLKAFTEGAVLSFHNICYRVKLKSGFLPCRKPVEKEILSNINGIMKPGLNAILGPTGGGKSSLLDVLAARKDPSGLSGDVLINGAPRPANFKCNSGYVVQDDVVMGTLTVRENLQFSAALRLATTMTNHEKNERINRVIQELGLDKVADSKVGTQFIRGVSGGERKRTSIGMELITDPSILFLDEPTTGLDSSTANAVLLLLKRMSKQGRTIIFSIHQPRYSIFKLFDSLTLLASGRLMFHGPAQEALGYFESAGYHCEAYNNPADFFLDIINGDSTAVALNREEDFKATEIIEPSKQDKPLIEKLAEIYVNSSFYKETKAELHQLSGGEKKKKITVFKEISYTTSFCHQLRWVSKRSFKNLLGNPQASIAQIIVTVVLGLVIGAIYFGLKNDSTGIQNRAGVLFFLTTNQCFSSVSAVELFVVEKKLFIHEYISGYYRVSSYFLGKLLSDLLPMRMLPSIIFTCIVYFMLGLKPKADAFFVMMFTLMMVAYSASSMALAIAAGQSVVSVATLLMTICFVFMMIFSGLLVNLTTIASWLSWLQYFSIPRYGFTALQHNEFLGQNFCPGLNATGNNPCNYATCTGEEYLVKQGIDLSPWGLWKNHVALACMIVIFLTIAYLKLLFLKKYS
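Assay system – ABCG2 IgMXP3 and barcoded ABCB1 CCRF-Adr cell mix · Input – 3 million cells/mL in well · Reagent – JC-1 fluorescent substrate · Compound – single test compound dose, 6.6 µM final · Timing – 10 min exposure at 25 °C with rotation, no wash · Detection – flow cytometry of retained JC-1 fluorescence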
ABCB1 block = human ABCB1 inhibition, ABCG2 as counter-screen; CCRF-Adr cells, JC-1 efflux, flow cytometry; inhibition, % at 6.6 µM; 190,000 tested, 0.067% active; in the data active means inhibition above about 40%;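 further: 0% = vehicle and 100% = reference inhibitor; higher value means more JC-1 retained so stronger ABCB1 efflux block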
Rac1 wt GTP bind = alters GTP binding to wildtype human Rac1 | P63000 | GST-Rac1 beads, fluorescent GTP binding, flow cytometry; actives lie on both sides; 0 = cold GTP competed, 100 = untreated | GTP binding activity (% of control), % at 10 µM | 190,000 tested, 0.27% active | AID 757;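 active means GTP binding activity at least 20 points away from the 100% control level, either lower or higher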
Rab7 wt GTP bind = dog Rab7 wildtype GTP binding, inhibitors and activators. GTP binding activity (percent of control), % at 10 µM. GST-Rab7 beads, fluorescent GTP binding, flow cytometry; actives lie on both sides; untreated = 100%, excess cold GTP = 0%. 190,000 tested, 0.055% active. AID 758;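 active means fluorescent GTP binding to Rab7 beads changed by at least 20 points from the 100% baseline, either direction, mostly lower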;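 further: median green fluorescence of bound Bodipy-FL-GTP per Rab7 bead population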
An asterisk follows results filed as active.

`O=C(c1ccc(C(F)(F)F)cc1)C1CCCN(C(=O)CCc2cnccn2)C1` (stereo not given) gave Pf gamet viab 5, Cdc42 wt GTP 99, GSH bead fluor 18, Rab2A wt mod 98, Avidin fluor 12, HRas wt GTP bind 99, Rac1 mut GTP 98, ABCG2 inh 1, ABCB1 block 0.3, Rac1 wt GTP bind 103 and Rab7 wt GTP bind 98.
`COCCNC(=O)NC(=O)COC(=O)c1cc([N+](=O)[O-])ccc1Sc1nc(C)cs1` gave Cdc42 wt GTP 101, GSH bead fluor 17, Rab2A wt mod 102, Avidin fluor 40, HRas wt GTP bind 102, Rac1 mut GTP 101, ABCG2 inh 2, ABCB1 block 0.3, Rac1 wt GTP bind 103 and Rab7 wt GTP bind 103.
`Cc1nn(-c2ccccc2)c(Cl)c1/C=C1\C(=O)N(C)C(=S)N1C` gave Pf gamet viab 4, Cdc42 wt GTP 96, GSH bead fluor 16, Rab2A wt mod 96, Avidin fluor 10, HRas wt GTP bind 97, Rac1 mut GTP 96, ABCG2 inh 5, ABCB1 block 1.1, Rac1 wt GTP bind 99 and Rab7 wt GTP bind 96.
Screening CNC(=O)C1Cc2ccccc2CN1S(=O)(=O)c1cccs1 (stereo not given) returned Cdc42 wt GTP 98, GSH bead fluor 6, Rab2A wt mod 100, Avidin fluor 14, HRas wt GTP bind 100, Rac1 mut GTP 101, ABCG2 inh 1, ABCB1 block 0.9, Rac1 wt GTP bind 103 and Rab7 wt GTP bind 104.
Screening COc1ccccc1OCc1ccc(C(=O)N(C)C)o1 returned Cdc42 wt GTP 105, GSH bead fluor 13, Rab2A wt mod 103, Avidin fluor 38, HRas wt GTP bind 103, Rac1 mut GTP 100, ABCG2 inh 0, ABCB1 block 0.2, Rac1 wt GTP bind 103 and Rab7 wt GTP bind 104.
Screening O=C(c1cc(C(=O)NCCc2ccccc2)c(=O)n(CCc2ccccc2)c1)c1cc(Cl)ccc1O returned Pf gamet viab -7, Cdc42 wt GTP 97, GSH bead fluor 12, Rab2A wt mod 98, Avidin fluor 15, HRas wt GTP bind 97, Rac1 mut GTP 99, ABCG2 inh 2, ABCB1 block 0.5, Rac1 wt GTP bind 96 and Rab7 wt GTP bind 95.
Screening Cc1c(Br)c(C(=O)N2CCc3ccccc32)nn1C returned Pf gamet viab -28, Cdc42 wt GTP 102, GSH bead fluor 9, Rab2A wt mod 100, Avidin fluor 14, HRas wt GTP bind 101, Rac1 mut GTP 102, ABCG2 inh 19, ABCB1 block 0.6, Rac1 wt GTP bind 105 and Rab7 wt GTP bind 100.
CC(=O)Nc1ccc(-c2csc(NC(=O)c3ccc(C)o3)n2)cc1 was read as Cdc42 wt GTP 98, GSH bead fluor 24, Rab2A wt mod 96, Avidin fluor 9, HRas wt GTP bind 97, Rac1 mut GTP 93, ABCG2 inh 1, ABCB1 block 0.6, Rac1 wt GTP bind 91 and Rab7 wt GTP bind 98.
`O=S(=O)(c1ccc(Cl)s1)N1CCCc2cccc(O)c21` gave Cdc42 wt GTP 104, GSH bead fluor 21, Rab2A wt mod 105, Avidin fluor 13, HRas wt GTP bind 104, Rac1 mut GTP 100, ABCG2 inh 3, ABCB1 block 0.3, Rac1 wt GTP bind 102 and Rab7 wt GTP bind 101.
Screening Cc1nc2ccccc2nc1OCC(=O)Nc1cc(C(F)(F)F)ccc1N1CCOCC1 returned Pf gamet viab 6, Cdc42 wt GTP 100, GSH bead fluor 46, Rab2A wt mod 102, Avidin fluor 7, HRas wt GTP bind 101, Rac1 mut GTP 98, ABCG2 inh 1, ABCB1 block 0.4, Rac1 wt GTP bind 105 and Rab7 wt GTP bind 103.
For Cn1c(=O)oc2cc(S(=O)(=O)NCCN3CCCCCC3)ccc21 the results were Pf gamet viab -30, Cdc42 wt GTP 95, GSH bead fluor 32, Rab2A wt mod 93, Avidin fluor 8, HRas wt GTP bind 93, Rac1 mut GTP 92, ABCG2 inh 1, ABCB1 block 0.2, Rac1 wt GTP bind 90 and Rab7 wt GTP bind 92.
Screening COc1ccc(OCC(=O)O/N=C(\N)Cc2ccc(Cl)cc2)cc1 returned Cdc42 wt GTP 96, GSH bead fluor 22, Rab2A wt mod 100, Avidin fluor 54*, HRas wt GTP bind 98, Rac1 mut GTP 97, ABCG2 inh -2, ABCB1 block 0.4, Rac1 wt GTP bind 104 and Rab7 wt GTP bind 98.
`COC(=O)c1cc2occc2n1Cc1nc(-c2cccc(Cl)c2)oc1C` gave Cdc42 wt GTP 100, GSH bead fluor 17, Rab2A wt mod 101, Avidin fluor 6, HRas wt GTP bind 100, Rac1 mut GTP 98, ABCG2 inh 5, ABCB1 block 0.8, Rac1 wt GTP bind 104 and Rab7 wt GTP bind 96.
For CCNC(=O)COC(=O)C1CCC(=O)N(c2ccc(OC)cc2)C1c1ccc(OC)cc1 (stereo not given) the results were Pf gamet viab 1, Cdc42 wt GTP 104, GSH bead fluor 14, Rab2A wt mod 105, Avidin fluor 3, HRas wt GTP bind 104, Rac1 mut GTP 100, ABCG2 inh 3, ABCB1 block -0.6, Rac1 wt GTP bind 108 and Rab7 wt GTP bind 100.
Screening COC(=O)c1ccc(Cl)c(NC(=O)NC23CC4CC(CC(C4)C2)C3)c1 returned Cdc42 wt GTP 102, GSH bead fluor 18, Rab2A wt mod 102, Avidin fluor 12, HRas wt GTP bind 103, Rac1 mut GTP 100, ABCG2 inh 14, ABCB1 block 1.3, Rac1 wt GTP bind 102 and Rab7 wt GTP bind 100.
COc1ccc2oc(=O)c(C(=O)N3CCCC3)cc2c1 was read as Pf gamet viab 2, Cdc42 wt GTP 99, GSH bead fluor 10, Rab2A wt mod 98, Avidin fluor 20, HRas wt GTP bind 99, Rac1 mut GTP 96, ABCG2 inh 1, ABCB1 block 0.4, Rac1 wt GTP bind 99 and Rab7 wt GTP bind 103.
Screening Cc1ccc(-n2c3c(cc(C(=O)NCc4ccco4)c2=O)C(=O)CCC3)cc1 returned Pf gamet viab 23, Cdc42 wt GTP 100, GSH bead fluor 22, Rab2A wt mod 100, Avidin fluor 9, HRas wt GTP bind 99, Rac1 mut GTP 99, ABCG2 inh 0, ABCB1 block 0.4, Rac1 wt GTP bind 100 and Rab7 wt GTP bind 97.
`Cc1ccc(CNC(=O)CCS(=O)(=O)c2ccc(Br)s2)o1` gave Cdc42 wt GTP 94, GSH bead fluor 24, Rab2A wt mod 97, Avidin fluor 18, HRas wt GTP bind 97, Rac1 mut GTP 97, ABCG2 inh 0, ABCB1 block 0.1, Rac1 wt GTP bind 96 and Rab7 wt GTP bind 99.
`Cc1ccc(Nc2nc(C)cc(C)n2)c(Br)c1` gave Cdc42 wt GTP 103, GSH bead fluor 21, Rab2A wt mod 100, Avidin fluor 37, HRas wt GTP bind 100, Rac1 mut GTP 98, ABCG2 inh 2, ABCB1 block 0.5, Rac1 wt GTP bind 106 and Rab7 wt GTP bind 99.
For NC(=S)N/N=C\c1c2ccccc2cc2ccccc12 the results were Pf gamet viab 4, Cdc42 wt GTP 94, GSH bead fluor 17, Rab2A wt mod 98, Avidin fluor 15, HRas wt GTP bind 99, Rac1 mut GTP 98, ABCG2 inh -12, ABCB1 block -2.1, Rac1 wt GTP bind 97 and Rab7 wt GTP bind 102.
For O=C(/C=C/c1ccc2c(c1)OCO2)Nc1nc(-c2ccc(F)cc2)cs1 the results were Cdc42 wt GTP 100, GSH bead fluor 12, Rab2A wt mod 98, Avidin fluor 7, HRas wt GTP bind 99, Rac1 mut GTP 98, ABCG2 inh -3, ABCB1 block -0.6, Rac1 wt GTP bind 98 and Rab7 wt GTP bind 97.
`CCN1CCN(C(=O)C2=C(C(=O)O)CCCC2)CC1` gave Cdc42 wt GTP 105, GSH bead fluor 15, Rab2A wt mod 102, Avidin fluor 9, HRas wt GTP bind 101, Rac1 mut GTP 100, ABCG2 inh 1, ABCB1 block 0.4, Rac1 wt GTP bind 107 and Rab7 wt GTP bind 101.
Screening C=CCOC(=O)C1=C(C)N=C2SCCC(=O)N2C1/C=C/c1ccccc1OC (stereo not given) returned Cdc42 wt GTP 96, GSH bead fluor 12, Rab2A wt mod 95, Avidin fluor 12, HRas wt GTP bind 99, Rac1 mut GTP 99, ABCG2 inh 4, ABCB1 block 1.2, Rac1 wt GTP bind 101 and Rab7 wt GTP bind 98.
Screening CCOC(=O)c1c(NC(=O)c2ccccc2Br)sc2c1CCc1ccccc1-2 returned Cdc42 wt GTP 98, GSH bead fluor 7, Rab2A wt mod 99, Avidin fluor 12, HRas wt GTP bind 100, Rac1 mut GTP 96, ABCG2 inh 1, ABCB1 block 0.3, Rac1 wt GTP bind 100 and Rab7 wt GTP bind 102.
Screening O=C(NCCOc1ccccc1Cl)C(=O)NCCOc1ccccc1Cl returned Pf gamet viab -22, Cdc42 wt GTP 93, GSH bead fluor 13, Rab2A wt mod 96, Avidin fluor 12, HRas wt GTP bind 97, Rac1 mut GTP 94, ABCG2 inh 10, ABCB1 block 0.4, Rac1 wt GTP bind 97 and Rab7 wt GTP bind 102.
`COc1cc(N2C(=O)NC3CC2(C)Oc2ccccc23)cc(OC)c1OC` (stereo not given) gave Pf gamet viab 14, Cdc42 wt GTP 104, GSH bead fluor 22, Rab2A wt mod 103, Avidin fluor 8, HRas wt GTP bind 101, Rac1 mut GTP 100, ABCG2 inh 5, ABCB1 block 0.5, Rac1 wt GTP bind 100 and Rab7 wt GTP bind 96.
`O=C(N1CCOCC1)n1nnc2ccccc21` gave Pf gamet viab -26, Cdc42 wt GTP 102, GSH bead fluor 11, Rab2A wt mod 100, Avidin fluor 23, HRas wt GTP bind 104, Rac1 mut GTP 96, ABCG2 inh 2, ABCB1 block 0.9, Rac1 wt GTP bind 102 and Rab7 wt GTP bind 103.
CCOC(=O)N1CCN(S(=O)(=O)c2cc(Cl)c(OC)cc2Cl)CC1 was read as Cdc42 wt GTP 100, GSH bead fluor 21, Rab2A wt mod 98, Avidin fluor 23, HRas wt GTP bind 98, Rac1 mut GTP 95, ABCG2 inh 2, ABCB1 block 0.7, Rac1 wt GTP bind 100 and Rab7 wt GTP bind 97.
`CCCCCCCCCCCC(=O)NC(C(=O)OCC)C(O)c1cccc([N+](=O)[O-])c1` (stereo not given) gave Cdc42 wt GTP 97, GSH bead fluor 64, Rab2A wt mod 98, Avidin fluor 10, HRas wt GTP bind 102, Rac1 mut GTP 96, ABCG2 inh 3, ABCB1 block 1.0, Rac1 wt GTP bind 100 and Rab7 wt GTP bind 103.
